High-throughput results (PubChem)
Cav3 T inh: inhibitors of human Cav3.2 T-type calcium channel; O95180; Cav3.2-expressing cells, Fluo-4 calcium fluorescence FDSS; stronger effect = lower value; B-score at 10 µM; 100,000 compounds, 4% hits;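 active means single-dose well whose peak fluorescence ratio is a statistical outlier from its plate by either plate-standardised score or position-corrected B-score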
* hit, by the source's call.

cpd	molecule	Cav3 T inh
1	O=C(O)C1C(c2ccccc2)C(C(=O)Oc2ccc(O)cc2)C1c1ccccc1 (stereo unspecified)	0.3
2	O=c1cc(Nc2ccc3c(c2)OCCO3)[nH]c(=O)n1C1CCCCC1	0.12
3	Cc1ccc(C2(C)NC(=O)N(CC(=O)NCCC3=CCCCC3)C2=O)cc1 (stereo unspecified)	-2.3
4	CC(=O)Nc1cccc(-c2nnc(SCc3ccccc3C#N)n2C)c1	1.9
5	COc1ccc(S(=O)(=O)Cc2ccc(C(=O)N3CCc4ccccc4C3)o2)cc1	-0.015
6	Cc1cccc(-n2ncc3c(N4CCCc5ccccc54)ncnc32)c1	-0.66
7	COc1ccc(Cc2nnc(NC(=O)Cc3cccs3)s2)cc1OC	0.11
8	COC(=O)c1ccccc1NC(=O)CSc1nnc(CNS(=O)(=O)c2ccc(C)cc2)n1C	1.1
9	Cc1ccc(Cn2c(NS(=O)(=O)c3ccccc3)nc3ccccc32)cc1	-1.9
10	COC(=O)C1=C(C)N(CC(C)C)C(=O)/C1=C\c1cccs1	0.22
11	c1ccc(C(c2ccccc2)N2CCN(c3ccc4ccccc4n3)CC2)cc1	-2.1
12	CC(=O)Nc1nc(C2COc3ccccc3O2)cs1 (stereo unspecified)	0.88
13	Cc1ccc(SCc2nc(-c3cccnc3)no2)cc1	-0.0035
14	COc1ccc(CNC(=O)c2onc(C)c2Cl)cc1	-0.76
15	O=C(CCN1C(=O)c2ccccc2C1=O)NCc1ccco1	0.64
16	S=C1NCCc2ccccc2C1c1ccccc1Cl (stereo unspecified)	-1.9
17	CC(C)(C)[C@@H]1C=C(C(N)=O)O[C@H](OCc2ccc(CO)cc2)C1	1.5
18	COc1cc(NC(=O)CSc2nccc(C)n2)c(C(=O)O)cc1OC	-0.18
19	Cc1cccc(NC(=S)NNC(=O)c2ccc(Br)o2)c1	-0.67
20	COC(=O)c1cccc(-n2nnnc2SCC(=O)Nc2cc(C)on2)c1	-0.3
21	CC(=O)NCCCCCCNC(C)=O	0.36
22	NCCCC[C@H]1CNC(=O)C(=O)N1CCc1cc(C(F)(F)F)cc(C(F)(F)F)c1	1.4
23	CC(=Nc1ccc(C)cc1)c1sc2ccccc2c1O	-0.89
24	CCOC(=O)C1=C(N)n2c(s/c(=C/c3ccco3)c2=O)=C(C(=O)OC)C1c1ccco1 (stereo unspecified)	-0.8
25	Nc1nc(F)nc2c1ncn2[C@@H]1O[C@H](CO)[C@@H](O)[C@@H]1O	-0.18
26	COc1cccc(OC)c1C(=O)N1CC(C)OC(C)C1 (stereo unspecified)	-0.74
27	Cc1ccc(N(CC(=O)NC2CCCCC2)C(=O)c2ccc(C)s2)cc1	-1.6
28	Cc1cc(C)nc(NC(=NCc2ccc3c(c2)OCO3)NC(=O)Nc2ccccc2)n1	-3.8
29	Cc1cc(C)c(C(=O)/C=C/c2ccc(C(C)C)cc2)c(=O)[nH]1	0.34
30	O=S1(=O)C=CC(N2CCOCC2)C1 (stereo unspecified)	-0.09

3 consecutive compounds already listed:
cpd	molecule	Cav3 T inh
1	O=C(O)C1C(c2ccccc2)C(C(=O)Oc2ccc(O)cc2)C1c1ccccc1 (stereo unspecified)	0.3
2	O=c1cc(Nc2ccc3c(c2)OCCO3)[nH]c(=O)n1C1CCCCC1	0.12
3	Cc1ccc(C2(C)NC(=O)N(CC(=O)NCCC3=CCCCC3)C2=O)cc1 (stereo unspecified)	-2.3

Next section.
cpd	molecule	Cav3 T inh
31	COc1cccc2c1OC1(C)CC2NC(=O)N1c1cccc(C(=O)N2CCN(c3ccccn3)CC2)c1 (stereo unspecified)	-0.017
32	O=C(CSc1ncn[nH]1)N(C1CCCCC1)C1CCCCC1	-1.1
33	CCCCn1c(NCc2ccccc2O)nc2ccccc21	-3.9
34	COC(=O)CCC(=O)OC1(C)C(=O)C=C2C=C(C3CC3)N(C(CO)CO)C=C2C1=O (stereo unspecified)	0.28
35	COc1ccc(CCNC2=NCCS2)cc1	-0.1
36	O=C(O)c1ccc(S(=O)(=O)Nc2ccc(F)c(Cl)c2)cc1	0.068
37	C/C=C\C(=O)Nc1cccc(C2=NOC3(C2)C[C@@H](C(N)=O)N(C(=O)COc2ccc(Cl)cc2)C3)c1 (stereo partly specified)	-2.8
38	Cc1ccc(NC(=O)c2cc(N3C(=O)C4CC=CCC4C3=O)ccc2N2CCOCC2)cc1Cl (stereo unspecified)	-1.5
39	COc1ccc2c(c1)[nH]c1c(=O)n(CCCN3CCOCC3)cnc12	1.8
40	Cc1ccccc1S(=O)(=O)Cc1ccc(C(=O)N2CCN(c3cccc(C)c3C)CC2)o1	-2.1
41	CCOC(=O)C(=O)Nc1ccc(F)cc1	0.44
42	CCOC(=O)c1c(-c2ccccc2)nnn1-c1nc(OCC)nc(N2CCCCC2)n1	-7.6*
43	CCCCCC(/C=N/Nc1ccc(S(=O)(=O)N2CCOCC2)cc1[N+](=O)[O-])=C\c1ccccc1	-0.64
44	Cc1nnc(SCCN2C(=O)c3ccccc3C2=O)nc1C	1.4
45	Cc1cc(C)n(Cc2n[nH]c(=S)n2Cc2ccccc2)n1	0.54
46	CCN(CC)S(=O)(=O)c1ccc(C)c(C)c1	0.055
47	CCOC(=O)c1[nH]c2ccc(OC)cc2c1NC(=O)N1CCOCC1	0.31
48	COC(=O)c1cc(=O)nc2sccn12	0.4
49	Cc1cccc(C)c1NC(=O)COc1cccc(/C=N/NC(=O)C(=O)NCc2ccccc2)c1	-0.55
50	CC1(C)Cc2c(C#N)c(SCCOc3ccccc3)nc(N3CCOCC3)c2CO1	-3.5
51	Cc1nn(Cc2c(F)c(F)c(F)c(F)c2F)c(C)c1NC(=O)c1c(-c2ccccc2)nn(-c2ccccc2)c1C	0.32
52	c1ccc(-n2nnnc2SCCCSc2nc3ccccc3s2)cc1	-3.8
53	CN(c1ccc(C(=O)Nc2ccccc2C(=O)N2CCCC2)cc1)S(C)(=O)=O	0.06
54	CCCC12CN3CC(C)(CN(C1)C31C(=O)Nc3ccc(C)cc31)C2=O (stereo unspecified)	-0.74
55	Clc1ccc2c(NNc3ccccc3Cl)ccnc2c1	-0.87
56	CCOC(=O)c1ccc(CC2S/C(=C(\C#N)C(C)=O)NC2=O)cc1 (stereo unspecified)	0.018
57	Cc1ccc(C)c(N2CCN(C(=O)C3CCN(c4nc(C)cc(C)n4)CC3)CC2)c1	-5.6*
58	Cc1cc(C)n(-c2cc(Oc3ccccc3)ncn2)n1	-0.49
59	CCN(CCNC(=O)CC1Oc2ccccc2NC1=O)c1ccccc1 (stereo unspecified)	-1.6
60	CC(=O)c1cccc(NC(=O)C2CC(=O)N(Cc3ccccc3)C2)c1 (stereo unspecified)	0.044

New compounds follow:
cpd	molecule	Cav3 T inh
61	C=CCN(C#N)c1nc(OC)nc(N2CCCC2)n1	0.81
62	CCn1c(SCC(=O)N2CCCCC2)nc(O)cc1=O	1.1
63	Cc1occc1C(=O)NN=C1C2CC3CC(C2)CC1C3	-0.46
64	O=C(CC(=O)c1ccccc1)Nc1ccc2c(c1)OCCO2	0.028
65	CC(C)OC(=O)c1c(NC(=O)c2cnn3c2NC(c2ccccc2)CC3C(F)(F)F)sc2c1CCCC2 (stereo unspecified)	-1
66	Cc1cc(C)n(-c2nc3c(c(=O)[nH]c(=O)n3C)n2Cc2ccccc2)n1	-0.11
67	Cn1c(=O)[nH]c(=O)c2c1nc(N1CCN(c3cccc(Cl)c3)CC1)n2CCCc1ccccc1	0.039
68	COC(=O)CSc1nnc(-c2ccco2)n1Cc1ccco1	1.3
69	COc1ccccc1N1CCN(C(=O)c2ccncc2)CC1	1.1
70	O=C1C(Cl)=C(NCCc2ccccc2)C(=O)N1CCc1ccccc1	0.67
71	CCC1CCCCN1CCCNC(=O)c1cn(CC(C)C)c(=O)c2cc(OC)c(OC)cc12 (stereo unspecified)	0.22
72	CCN1C(=O)/C(=C/c2ccc(C)s2)NC1=S	-0.1
73	COC(=O)c1cccc(C23CC4(C2)[C@H](CN(Cc2cccnc2)[C@@H]4c2ccccc2)C3c2ccc(C(F)(F)F)cc2)c1 (stereo partly specified)	-0.72
74	COc1ccc2c(c1)O[C@H]1c3ccc(O)cc3OC[C@@H]21	-1.8
75	COC(=O)CN1CCN(C(c2ccccc2)c2ccccc2)CC1	1.3
76	Cc1cccc(N(CC(=O)NC2CCCC2)C(=O)CS(=O)CC(=O)Nc2ccc3c(c2)OCO3)c1 (stereo unspecified)	-0.79
77	CC1CCCN(C(=O)COC(=O)c2ccc[nH]c2=O)C1 (stereo unspecified)	0.33
78	CN1CCN(c2cc(-c3ccccc3)nc3cc(-c4ccc(F)cc4)nn23)CC1	0.77
79	Cn1c(C(=O)N2CCC(C(=O)N3CCOCC3)CC2)cc2sccc21	-0.021
80	CCOC(=O)c1cnn(-c2nc(-c3ccc(F)cc3)cs2)c1C(F)(F)F	0.52
81	O=C(O)c1nn(-c2ccc(Cl)cc2)ccc1=O	0.28
82	Cc1ccc(C(=O)Nn2cnnc2)cc1[N+](=O)[O-]	0.34
83	Nc1cc(-c2ccc(Cl)cc2)nn1S(=O)(=O)c1ccccc1	-1.2
84	CC(=O)c1cccc(NC(=O)CN(c2ccccc2)S(C)(=O)=O)c1	-0.49
85	O=C(NCc1ccccc1)C1=C[C@@H](c2ccc(Br)cc2)C[C@@H](OCCCCO)O1	-2.2
86	CCCn1nnnc1-c1cccc(Cl)c1	0.72
87	CCn1c(SCc2ccc(C(=O)Nc3nccs3)cc2)nnc1-c1ccc(NC(C)=O)cc1	1.2
88	Cc1nc2ccc(C(=O)N3CCN(c4ccccc4)CC3)cc2s1	1.1
89	CC(C)N1CC=C2C(C#N)=C(N)C(C#N)(C#N)[C@H](c3ccoc3)[C@H]2C1	-4.6*
90	Cn1nc(CC(=O)NCCN2C(=O)CSC2=O)c2ccccc2c1=O	-0.0044

Cav3 T inh: hit marks shown above.
cpd	molecule	Cav3 T inh
42	CCOC(=O)c1c(-c2ccccc2)nnn1-c1nc(OCC)nc(N2CCCCC2)n1	-7.6*
57	Cc1ccc(C)c(N2CCN(C(=O)C3CCN(c4nc(C)cc(C)n4)CC3)CC2)c1	-5.6*
89	CC(C)N1CC=C2C(C#N)=C(N)C(C#N)(C#N)[C@H](c3ccoc3)[C@H]2C1	-4.6*

By substructure: the compounds so far with a nitro group on carbon (2)
cpd	molecule	Cav3 T inh
43	CCCCCC(/C=N/Nc1ccc(S(=O)(=O)N2CCOCC2)cc1[N+](=O)[O-])=C\c1ccccc1	-0.64
82	Cc1ccc(C(=O)Nn2cnnc2)cc1[N+](=O)[O-]	0.34

Continued.
cpd	molecule	Cav3 T inh
91	CCN(CC)S(=O)(=O)c1ccc2oc(C(=O)NC(C)C)c(C)c2c1	0.47
92	O=Nc1c(O)n(Cc2cccc(Cl)c2)c2ccccc12	-4.4*
93	Cc1ccccc1C(=O)Nc1ccc(C(=O)NNC(=O)CCCOc2ccc(Cl)cc2Cl)cc1	0.86
94	CCC(=O)N1CCc2cc(S(=O)(=O)CCC(=O)Nc3ccc(CC)cc3)ccc21	1
95	Cc1oc(C(=O)O)cc1COc1cccc2cccnc12	-0.06
96	Cc1nc(N2CCOCC2)nc(N2CCN(c3ccccc3)CC2)c1[N+](=O)[O-]	0.0066
97	O=S1(=O)CCC(NS(=O)(=O)/C=C/c2ccccc2)C1 (stereo unspecified)	-0.29
98	Cc1ccc2oc(=O)c3cnn(CC(=O)NCCN(C)C)c3c2c1	0.15
99	Cc1nc(/N=C\N(C)C)sc1C(=O)Nc1ccccc1	0.05
100	CC(C)c1ccc2c(c1)C(c1ccc(N3CCOCC3)cc1)=NNC(c1cccs1)=N2	-5.1
101	COc1ccccc1N1CCN(C(=O)c2cc(-c3ccco3)on2)CC1	-0.79
102	CSc1ncccc1-c1nc2ccccc2[nH]1	-0.23
103	COc1ccc(CN2CCN(C(=O)c3cccnc3)CC2)cc1Br	2.3
104	O=C(Oc1cccnc1)c1cc(S(=O)(=O)N2CCCCC2)ccc1Cl	0.71
105	Cc1ccc(C(C(=O)NC2CCCCC2)N(CCC(C)C)C(=O)CNC(=O)c2ccco2)o1 (stereo unspecified)	-4.7*
106	CCN1C(=O)/C(=C/N2CC(C)CC(C)C2)SC1=S (stereo unspecified)	1.1
107	COCC(=O)n1nc(-c2ccc(Cl)cc2)nc1NCc1ccc(F)cc1	-0.24
108	COc1ccc(S(=O)(=O)N2CCOCC2)cc1C(=O)Nc1ccon1	-0.61
109	Cc1ccc(NCc2nnc(SCC(N)=O)n2CCc2ccccc2)cc1	-0.55
110	CCOC(=O)N1CCC(c2nc(C)sc2C(=O)O)CC1	-0.88
111	O=C(Nc1ccc2c(c1)OCCO2)NC12CC3CC(CC(C3)C1)C2	-0.44
112	Cc1cc2n(n1)C(c1cn(-c3ccccc3)nc1C)Nc1ccccc1-2 (stereo unspecified)	-2.5
113	COC(=O)CSc1nc(N)nc(C)c1Br	0.25
114	O=C(Nc1ccccc1-c1nnn(CC(=O)N2CCc3ccccc3C2)n1)C1CCC1	-1.1
115	NC(=O)CNC(=O)[C@@H]1CC2(CC(c3ccc(Cl)cc3)=NO2)CN1C(=O)c1ccc(Br)cc1 (stereo partly specified)	0.5
116	Cn1c(C(=O)NCCN2CCc3ccccc3C2)cc2c(=O)n(C)c3ccccc3c21	1.3
117	CNC(=S)NNC(=O)c1sccc1OCc1ccc(Cl)cc1Cl	0.38
118	Cc1ccccc1-c1nc(CS(=O)(=O)CC(=O)NCCCN2CCCC2=O)c(C)o1	0.2
119	CC(=O)Nc1ccc(N2CCCCC2)cc1	1.1
120	CCCCc1[nH]nc2c1C1(C(=O)N(CC)c3ccccc31)C(C#N)=C(N)O2 (stereo unspecified)	1.9

The list continues:
cpd	molecule	Cav3 T inh
121	CCOc1ccccc1N(CC(=O)O)S(=O)(=O)c1ccc(C)cc1	0.0083
122	Cc1nn(C)c(Oc2ccccc2)c1CCNS(=O)(=O)c1ccc(Cl)cc1	-6.9*
123	COc1cc2c3nnc(-c4ccc(F)cc4)c-3cn(Cc3cccc(C)c3)c2cc1OC	-3.6*
124	CNc1nc(Sc2cccc(C(F)(F)F)c2)cc(C(F)(F)F)n1	0.034
125	Cc1nc2cccc(C(=O)NCc3ccccc3)c2o1	0.66
126	CCOc1ccc(OC(=O)C(CCS(C)(=O)=O)N2C(=O)c3ccccc3C2=O)cc1 (stereo unspecified)	0.41
127	C=CCn1c(SCC(=O)NCc2ccco2)nc2sc3c(c2c1=O)CCC3	-0.28
128	COc1ccc(C2C=C(c3ccc(Br)s3)Nc3ncnn32)cc1OC (stereo unspecified)	-8.7*

These rows are one share of the data (hit frequency here may not be typical).
